# Compound activity: PubChem, NCI
# All columns: NCI-60 one-dose screen, growth in % after 48 h at 10 µM unless noted; 100 = growth as untreated, 0 = no growth, -100 = all killed.
# CAKI-1: CAKI-1 renal cancer | AID 1794772 | 75,000 tested, 4.7% active
# OVCAR-8: OVCAR-8 ovarian cancer; 81,000 tested, 4.4% active; AID 1794782
# OVCAR-3: OVCAR-3 ovarian cancer; 79,000 tested, 7% active
# RXF 393: RXF 393 renal cancer cells. 77,000 tested, 6.9% active
# OVCAR-5: OVCAR-5 ovarian cancer. 82,000 tested, 2.9% active. AID 1794783
# ACHN: ACHN renal cancer; 81,000 tested, 4.9% active
# A498: A498 renal cancer cells | 76,000 tested, 5.4% active
# TK-10: TK-10 renal cancer cells; 81,000 tested, 3.9% active
# * marks the source's active call; other numbers are inactive results; · = no result given; & = joins results of further samples. Rule for the calls: active = growth percent below 10; inactive = the rest. These rows are one share of the data; count on the stated rates, not on these rows.
SMILES,CAKI-1,OVCAR-8,OVCAR-3,RXF 393,OVCAR-5,ACHN,A498,TK-10
Nc1nc(N)c2c(n1)CCC(S(=O)(=O)c1ccc3ccccc3c1)C2 (stereo not drawn),23,40,42,65,39,28,62,63
COc1cc(Nc2nc(N[C@H]3CCCC[C@@H]3N)nc3cc[nH]c(=O)c23)cc(OC)c1,51,14,70,11,22,45,12,67
CC(C)(C)OC(=O)N1CCc2c(sc3ncnc(Nc4ccc(NC(=S)Nc5ccccc5)cc4)c23)C1,81,85,87,89,82,82,76,111
O=c1nc2oc3c(Br)cc(Br)cc3cc-2s1,96,102,107,108,98,105,102,101
Cc1ccc(-c2c3c(nc4c2c(C)nn4-c2ccccc2)NC2(NC3)C(=O)N(C)c3ccccc32)cc1 (stereo not drawn),92,91,88,102,101,87,94,113
COc1ccc2c(c1)C(=C(C#N)C#N)C=CN2C,89,121,109,110,103,95,·,116
O=C1Nc2ccccc2/C1=C/c1cn(CC(O)Cn2cc(/C=C3\C(=O)Nc4ccccc43)c3ccccc32)c2ccccc12 (stereo not drawn),9.8*,1.4*,-85*,-91*,-34*,-68*,-73*,-15*
Cc1ccc(S(=O)(=O)N/N=C/c2cccs2)cc1,98,97,104,102,100,100,99,·
COc1ccc(C(O)S(=O)(=O)O)cc1 (stereo not drawn),99,95,109,124,106,103,100,105
O=C(CSc1nnnn1-c1ccccc1)c1cc2ccccc2oc1=O,95,92,110,98,101,98,97,113
CC(C)(S)[C@H](N)C(=O)O,100,110,·,133,·,101,143,101
O=C(Nc1ncc(Cc2ccc(F)cc2)s1)C1=NCCCN1,96,105,110,100,93,106,103,107
CN(C)CCOC(=O)Nc1nc2ccc(C(=O)c3ccccc3)cc2[nH]1,99,105,100,·,107,106,104,105
CC1=CCC2C(=O)N(c3cc(C)on3)C(=O)C2C1 (stereo not drawn),91,108,119,105,106,104,110,98
Oc1ccc(-c2nnc(Nc3ccc(C(F)(F)F)cc3)o2)cc1,100,94,112,113,111,104,95,113
O=C1[C@@H]2Cc3c([nH]c4ccccc34)[C@@H](c3ccc(Cl)cc3)N2C(=O)CN1C1CCN(Cc2ccccc2)CC1,26,44,·,50,90,51,76,79
CCCn1c(=S)sc2c(Cl)nc(C)nc21,64,105,89,·,109,83,98,137
CCOC(=O)C1=C(C)Nc2nc3ccccc3n2C1c1cccc(Br)c1 (stereo not drawn),55,96,40,100,97,89,·,113
CCC(C)(C)C1CCC(O)CC1 (stereo not drawn),115,102,104,109,93,98,98,99
COc1ccc(-c2nc3c(nc(C)c4ccc(-c5ccccc5OC)nc43)o2)cc1,91,59,73,85,102,74,103,118
CCOC(=O)c1c(-c2ccc(F)cc2)c(Cc2ccccc2)n(CCc2ccccc2)c1C,79,97,103,·,102,98,61,118
COc1ccc(/C=C/C(=O)c2c(C)oc3nc[nH]c(=O)c23)cc1,76,91,98,·,120,91,105,144
CCCCCCCCCCCC1=NC(CC)CO1 (stereo not drawn),95,93,96,99,97,99,81,73
O=C(N=Nc1c(O)[nH]c2ccc(Br)cc12)c1ccco1,75,95,112,102,125,93,·,108

# An excerpt of these results, as tab-separated lines:
Molecule	CAKI-1	OVCAR-8	OVCAR-3	RXF 393	OVCAR-5	ACHN	A498	TK-10
O=C(N=Nc1c(O)[nH]c2ccc(Br)cc12)c1ccco1	75	95	112	102	125	93	·	108
CN(C)CCOC(=O)Nc1nc2ccc(C(=O)c3ccccc3)cc2[nH]1	99	105	100	·	107	106	104	105
CCOC(=O)C1=C(C)Nc2nc3ccccc3n2C1c1cccc(Br)c1 (stereo not drawn)	55	96	40	100	97	89	·	113

# 3 entries drawn at random from the list so far:
SMILES,CAKI-1,OVCAR-8,OVCAR-3,RXF 393,OVCAR-5,ACHN,A498,TK-10
CCOC(=O)c1c(-c2ccc(F)cc2)c(Cc2ccccc2)n(CCc2ccccc2)c1C,79,97,103,·,102,98,61,118
CC1=CCC2C(=O)N(c3cc(C)on3)C(=O)C2C1 (stereo not drawn),91,108,119,105,106,104,110,98
O=C(N=Nc1c(O)[nH]c2ccc(Br)cc12)c1ccco1,75,95,112,102,125,93,·,108

# More compounds.
SMILES,CAKI-1,OVCAR-8,OVCAR-3,RXF 393,OVCAR-5,ACHN,A498,TK-10
CCC(=O)Nc1ccccc1C#C/C=C\C#Cc1ccccc1SC,71,144,65,·,69,78,60,72
O=C(NNc1nc2cc(F)c(F)cc2n2cccc12)c1cnccn1,·,17,36,·,41,18,44,49
S=c1[nH]nc(-c2ccc(-n3nc(-c4ccccc4)c4ccccc43)cc2)s1,97,98,103,108,112,103,100,130
Cc1ccc(NCC(=O)O)cc1,88,103,108,115,97,91,83,95
C[C@@H](O)C[C@@H]1C[C@@H]1/C=C/c1ccccc1,100,101,105,103,95,103,110,93
O=C(O)c1ccc([N+](=O)[O-])cc1S(=O)(=O)O,110,100,99,114,106,106,108,99
Fc1ccccc1-c1nc(-c2nc3ccc(Cl)cc3[nH]2)c2ccccn12,90,70,90,85,·,·,79,107
c1cncc(-c2nc3ccccc3n3cccc23)c1,106,98,107,109,101,111,99,110
C=CCC(=O)N[C@@H](/C=C/C(=O)OCC)Cc1ccc(-c2cc(Cl)cc(Cl)c2)cc1,70,60,49,48,92,76,·,64
Nc1cc2ccc(S(=O)(=O)O)cc2cc1S(=O)(=O)O,100&99,108&101,96&102,109&138,112&101,100&100,97&91,114&103
COc1ccc(/C=C(/C(=O)NS(=O)(=O)c2ccc(F)cc2)c2cc(OC)c(OC)c(OC)c2)cc1OC,96,98,114,113,111,114,87,124
CCOC(=O)Nc1csnn1,107,113,106,111,107,100,106,114
CCCC(O)(c1ccccc1)C(c1ccccc1)c1ccccn1 (stereo not drawn),95,110,107,126,100,107,102,104
O=c1c2cc(F)ccc2sc2c(N3CCOCC3)nc3ccccc3c12,98,105,119,114,101,94,86,109
Cc1ccc(C(=O)CSc2nnc(-c3c[nH]c4ccccc34)n2-c2ccccc2)cc1,12,11,65,·,13,20,86,-2.2*
NCc1c(Cl)c(Cl)c(Cl)c(CN)c1Cl,89,103,104,107,108,108,107,108

# Compound profiles, as listed above. Values in the order: CAKI-1 | OVCAR-8 | OVCAR-3 | RXF 393 | OVCAR-5 | ACHN | A498 | TK-10
# Shown for Cc1ccc(C(=O)CSc2nnc(-c3c[nH]c4ccccc34)n2-c2ccccc2)cc1 = 12 | 11 | 65 | · | 13 | 20 | 86 | -2.2*
# Shown for NCc1c(Cl)c(Cl)c(Cl)c(CN)c1Cl = 89 | 103 | 104 | 107 | 108 | 108 | 107 | 108
# Shown for CCCC(O)(c1ccccc1)C(c1ccccc1)c1ccccn1 (stereo not drawn) = 95 | 110 | 107 | 126 | 100 | 107 | 102 | 104
# Shown for O=c1c2cc(F)ccc2sc2c(N3CCOCC3)nc3ccccc3c12 = 98 | 105 | 119 | 114 | 101 | 94 | 86 | 109
